Bioassay records from PubChem.
ERAP1 inh: human ERAP1 aminopeptidase inhibitors, primary screen, biochemical, single point, plate reader; recombinant ERAP1, Leu-AMC fluorescence, 60 min; inhibition, % at 10.7 µM; 340,000 compounds, 0.15% hits;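 active = mean replicate inhibition of at least 30%, or all replicates individually reaching that 30% level; inactive = mean below 30% and not every replicate reaching it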;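 note: 0% = neutral control wells and 100% = L-leucinethiol positive control wells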
RAD52 anneal inh: RAD52 DNA annealing inhibitors, primary screen, biochemical, FRET, single point, set 2. inhibition, % at 18.7 µM. recombinant RAD52 DNA annealing, FRET fluorescence. 360,000 compounds, 0.46% hits. DNA repair protein RAD52 homolog (Homo sapiens), P43351;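 active = every replicate showing at least 50% inhibition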
Target sequence (P43351 whole entry, looked up): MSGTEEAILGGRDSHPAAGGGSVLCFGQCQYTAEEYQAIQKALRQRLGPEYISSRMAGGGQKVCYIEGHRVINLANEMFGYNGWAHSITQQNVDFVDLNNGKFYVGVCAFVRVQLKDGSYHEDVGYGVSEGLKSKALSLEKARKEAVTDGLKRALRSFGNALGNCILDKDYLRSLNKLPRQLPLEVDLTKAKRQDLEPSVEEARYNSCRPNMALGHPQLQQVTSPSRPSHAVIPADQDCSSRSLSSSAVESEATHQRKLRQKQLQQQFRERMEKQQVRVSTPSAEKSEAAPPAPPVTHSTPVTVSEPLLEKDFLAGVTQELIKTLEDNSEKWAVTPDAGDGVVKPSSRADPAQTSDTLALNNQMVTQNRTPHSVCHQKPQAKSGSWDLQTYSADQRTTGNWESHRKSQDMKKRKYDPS
E-selectin induc: E-selectin induction in HUVECs, primary screen, imaging, HUVEC, immunofluorescence imaging, single point; P16581; normalized: neutral wells 0, TNF-alpha wells 100; activation, % at 7.58 µM; 260,000 compounds, 0.37% hits; AID 686992, 2013;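 active = mean E-selectin-positive cell signal at least 10% of the positive control, reached in at least 60% of replicates, without over 20% cell loss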;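 note: in these data hits start at about 27%; measured in HUVEC primary endothelial cells; signal is the percent of cells scored E-selectin positive by PE staining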
Target sequence (P16581 whole entry, looked up): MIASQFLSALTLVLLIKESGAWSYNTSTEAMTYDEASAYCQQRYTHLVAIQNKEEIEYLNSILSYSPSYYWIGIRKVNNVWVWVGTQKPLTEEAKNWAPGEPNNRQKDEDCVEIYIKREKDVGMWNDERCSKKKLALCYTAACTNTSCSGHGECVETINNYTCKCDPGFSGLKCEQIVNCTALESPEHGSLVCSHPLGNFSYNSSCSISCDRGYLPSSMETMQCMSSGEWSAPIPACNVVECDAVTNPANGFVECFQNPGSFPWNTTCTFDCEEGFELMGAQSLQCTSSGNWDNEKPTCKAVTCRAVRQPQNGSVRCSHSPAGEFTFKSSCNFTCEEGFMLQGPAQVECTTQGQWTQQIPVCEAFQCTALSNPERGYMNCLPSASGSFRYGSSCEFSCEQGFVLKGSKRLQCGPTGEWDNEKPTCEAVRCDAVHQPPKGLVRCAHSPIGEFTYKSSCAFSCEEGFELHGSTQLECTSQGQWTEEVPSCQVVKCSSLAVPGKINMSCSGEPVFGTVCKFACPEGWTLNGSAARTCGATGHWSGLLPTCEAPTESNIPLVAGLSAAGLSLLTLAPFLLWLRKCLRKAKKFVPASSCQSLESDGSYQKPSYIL
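System: HUVEC / Compound: single concentration / Signal: immunofluorescence imaging / Read-out: percent E-selectin-positive cells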
* = called active by the depositor.

SMILES	ERAP1 inh	RAD52 anneal inh	E-selectin induc
C[C@]12CC[C@H](O)CC1=C[C@H](O)C1C2CC[C@@]2(C)C1CC[C@@]2(O)C#Cc1ccc(CN)cc1 (stereo partly drawn)	2	-4	2.2
Cc1ccc(OCC(=O)N2CCN(C(=O)c3ccc([N+](=O)[O-])cc3)CC2)cc1	2	-2	-0.5
CCCCN(C(C)=O)c1c(N)n(CCC)c(=O)n(CC(=O)Nc2cc(Cl)cc(Cl)c2)c1=O	2	-10	-0.6
Cc1ccnc(SCC(=O)c2cccc([N+](=O)[O-])c2)n1	6	3	-2.4
Cc1ccc(S(=O)(=O)N(C)c2ccc(C(=O)N(CC(C)C)C3CCS(=O)(=O)C3)cc2)cc1 (stereo not drawn)	-1	1	-0.7
Cc1ccccc1-c1ccc2c(c1)[C@@H]1C[C@H]3[C@@H](CN1CC2)[C@H](C)OC(C1CCCCC1)N3C (stereo partly drawn)	2	5	0.7
COc1ccc(/C=C2/SC(=O)N(CCNC(=O)C3CCCN3C(=O)c3cccs3)C2=O)cc1 (stereo not drawn)	2	-32	5.1
O=C(C(=O)N1CCN(S(=O)(=O)c2cccc3ccccc23)CC1)c1cccc(C(F)(F)F)c1	3	-15	0.0
O=C(Nc1cccc(S(=O)(=O)N2CCCCC2)c1)c1cc(=O)[nH]c2ccccc12	-3	1	-0.1
C[C@@H]1CN(S(=O)(=O)C(C)(C)C)[C@@H](CCO)/C1=C\CCO	-3	-4	0.2
CCN(Cc1ccccc1)C(=O)/C=C/c1ccccc1[N+](=O)[O-]	-1	1	-0.2
CCOc1ccsc1C(=O)OC	2	-6	0.0
N#Cc1ccccc1OCC(=O)NCC1(N2CCCCC2)CCCCC1	2	-28	2.8
O=C(Nc1c(Cl)c(C2CC2)nn1-c1ccccc1)C(Cl)(Cl)Cl	2	-2	0.6
Cc1ccccc1N1C(=O)c2cccc([N+](=O)[O-])c2C1=O	1	-4	-0.2
Cc1ccccc1CN1[C@@H](CC(C)C)COc2cc(Br)ccc2S1(=O)=O	-1	13	-0.1
CCN(Cc1ccccc1)S(=O)(=O)c1ccc2c(c1)NC(=O)CC(=O)N2	-2	-3	-3.2
CCOC(=O)CC1(CCc2ccccc2)Oc2ccccc2O1	0	-4	0.0
Cc1ccc(NC(=O)CN(C)C(=O)c2cc(S(=O)(=O)N(C)C)ccc2N2CCCC2)cc1	2	-12	-2.2
Cc1cccc(N2CCN(C(=O)c3ccc4c(=O)[nH]c5c(C(=O)NC6CCCC6)sc(=S)n5c4c3)CC2)c1C	0	-1	-0.2
O=C(N/N=C/c1ccccc1)c1[nH]c2ccc(Br)cc2c1-c1ccccc1	-3	3	0.5
C=C(C)CSc1nc2ccccc2[nH]1	-4	-5	-0.5
OC(COCC1COc2ccccc2O1)CN1CCN(c2ccc(F)cc2)CC1 (stereo not drawn)	0	-8	-0.1
CC1=CC(C)(C)Nc2ccc(OC(=O)CCN3C(=O)c4ccccc4C3=O)cc21	0	-15	6.4
CNC(=S)N(Cc1cccs1)Cc1cc2ccc(OC)cc2[nH]c1=O	1	-12	-0.1
CCCCOc1ccc(C(=O)NCCC(=O)NCCCC(=O)OCC)cc1	4	-12	0.2
CCc1nnc(NC(=O)c2cc(-c3cccnc3)nc3ccccc23)s1	-2	-14	13
Cc1ccc(S(=O)(=O)N2CCN(C(=O)COC(=O)C3CCC3)CC2)cc1	-2	-4	-2.9
COc1cc(SC)ccc1C(=O)OCC(=O)NCC(C)C	1	7	1.2
COC(=O)C1=CN(c2ccc(C(C)(C)C)cc2)C(N)=C(C#N)C1c1ccc(OC)cc1 (stereo not drawn)	-4	-17	-0.2
Cc1ccc(N2CC(C(=O)Nc3nnc(SCC(=O)Nc4nc(C)cs4)s3)CC2=O)cc1 (stereo not drawn)	1	-21	9.0
O=C(NCC(=O)N1CCN(S(=O)(=O)c2cccc(F)c2)CC1)c1ccc(Br)o1	-9	-6	0.1
CN1CCN(C(=O)C2CCCN(S(=O)(=O)c3ccc(F)cc3)C2)CC1 (stereo not drawn)	-2	4	-0.6
COc1cccc(CC(=O)Nc2nc(-c3cc(OC)ccc3OC)cs2)c1	-1	-1	2.7
COC(=O)[C@]12C[C@H](CC(=O)NCC3CCCCC3)C(=O)N(Cc3ccccc3)C1=C[C@H](C(C)C)O[C@@H]2C1CC1	1	0	0.6
CC(C)(C)OC(=O)N1CCC[C@H]1C(=O)N/N=C/c1ccc2nccnc2c1	0	1	-0.4
COc1ccc(NS(=O)(=O)c2ccc(C)c(C(=O)NCC(c3cccs3)N3CCOCC3)c2)cc1 (stereo not drawn)	0	-6	2.2
Cc1cc(O)cc(=O)n1-c1cccc(Br)c1	-1	8	-0.3
CN(C)c1ncnc(N(C)C)c1[N+](=O)[O-]	4	-8	-0.1
Cc1ccc(S(=O)(=O)Nc2cc(C(F)(F)F)ccc2N2CCOCC2)cc1C	2	-5	-1.3
O=C(C[C@@H]1CC[C@H]2[C@@H](COC[C@@H](O)CN2C(=O)c2ccc3c(c2)OCO3)O1)NCCN1CCCC1	2	-10	0.0
O=C(COc1cccc(F)c1)Oc1ccc(C(=O)c2ccccc2)cc1	2	-36	0.2
O=C(C[C@@H]1C[C@@H]2c3cc(NC(=O)NC4CCCCC4)ccc3O[C@@H]2[C@H](CO)O1)NC1CCCCC1	1	-5	0.0
NC(=O)CC(NC(=O)c1cccc(Br)c1)c1ccc(NCCN2CCOCC2)c([N+](=O)[O-])c1 (stereo not drawn)	-3	0	-0.1
Cc1cccc(NC(=O)c2ccccc2NC(=O)CCC(=O)O)c1	3	-11	-0.2
O=C(CCCc1ccccc1)NCc1ccccc1	-3	-6	0.0
CC1(C)CC(C(CC(=O)Nc2nccs2)c2ccccc2)CCO1 (stereo not drawn)	-6	1	3.3
CCC(=O)c1ccc(N2CCN(C(=O)c3ccccc3)CC2)c(F)c1	7	-9	3.4
Cn1c(SCc2ccc([N+](=O)[O-])cc2)nnc1-c1cccnc1	1	0	-6.6
COC(=O)CSc1nc(N)c(C#N)c(CC(C)C)c1C#N	8	3	0.9
CCN(CC)S(=O)(=O)c1ccc(NC(=S)NC(=O)C(C)C)cc1	-2	-14	-0.4
COc1ccc2c(C)cc(=O)oc2c1OCC(O)CN1CCOCC1 (stereo not drawn)	7	6	-0.1
Cc1cccc(C)c1NC(=O)C(C1CC1)n1c(-c2ccc(=O)[nH]c2)nc2ccccc21 (stereo not drawn)	10	-14	-0.1
COc1ccc(C#Cc2c(-c3ccccc3OC)oc3ccccc23)cc1	3	-9	-0.3
CSc1nc(N(C)C)nc(N2CC(=O)N(CCNS(=O)(=O)c3ccc(C)cc3)C2=N)n1	-3	-10	-1.1
CCCC(=O)N1CC2(CN(C(=O)CC3CC3)C2)c2c(n(C)c3cc(OC)ccc23)[C@H]1CO	2	3	-0.4
O=C(COC(=O)Cn1cnc2ccccc2c1=O)NCCC1=CCCCC1	7	-11	3.0
Cc1nccc(-c2cccc(NC(=O)Nc3ccc(Cl)cc3)c2)n1	8	-11	0.6
O=C(CN1C(=O)C2CC=CCC2C1=O)OCc1cc(=O)n2cc(Br)ccc2n1 (stereo not drawn)	7	-4	0.3
Cc1cc2c(cc1C)-n1nnnc1C(N1CCN(c3ncccc3C#N)CC1)C(=O)N2 (stereo not drawn)	-1	5	-0.2
Continuation:
SMILES	ERAP1 inh	RAD52 anneal inh	E-selectin induc
COc1ccc(C(=O)CSc2nnc3ccccn23)cc1OC	1	-13	0.3
O=C(c1cc(F)c(F)cc1Cl)N1CCN(c2ccc([N+](=O)[O-])c3ncccc23)CC1	3	-9	-1.7
N#Cc1cccc(C(=O)C(=O)N2CCCN(Cc3ccc(F)cc3)CC2)c1	-3	-24	-0.5
COC(=O)[C@]1(Sc2ccc(C)cc2)CC(=O)N[C@@H]1c1ccco1	-8	-30	1.6
CC(C)CN(CC(C)C)c1ccc(/C=N/n2cnnc2)cc1[N+](=O)[O-]	2	-2	-0.7
COc1ccc(C=C2SC(=S)NC2=O)c(OC)c1OC	17	-36	0.8
CCOC(=O)C1=C[C@@H](C(C)(C)C)N(S(=O)(=O)c2ccc([N+](=O)[O-])cc2)[C@H]1c1ccccc1Cl	-1	-4	-0.2
CN(C)S(=O)(=O)c1ccc(NC(=O)C2CC3C=CC2C3)cc1 (stereo not drawn)	-2	-8	4.9
O=C1Cc2cc(S(=O)(=O)N3CCNCC3)ccc2N1	4	77*	-0.7
O=[N+]([O-])c1cc(S(=O)(=O)Nc2ccccc2)ccc1N1CCN(c2ccc(O)cc2)CC1	1	-17	-1.7
CSCc1cc(C(=O)NC2CC2)c(N)s1	-4	-206	-0.2
CCOc1cccc(C(=O)Nc2ccncc2)c1	-1	-25	0.4
Cc1nnc(SCC(=O)NCc2ccccc2Cl)n(N)c1=O	-3	-5	-1.5
Nc1c(Br)c(=O)[nH]c(=O)n1-c1ccc(F)cc1	-3	-5	-0.5
O=C(CSc1nnc2ccc(-c3cccnc3)nn12)Nc1ccccc1	-3	-8	-0.6
CCOc1ccc(C(=O)NCC(=O)Nc2ccc3c(c2)OCO3)cc1OCC	-2	3	0.2
Cc1ccc(NC(=O)CSc2nccn(-c3ccc4c(c3)OCCO4)c2=O)cc1	-1	-13	0.3
COC(=O)[C@]12C[C@H](CC(=O)N3CCSCC3)C(=O)N(Cc3ccccc3)C1=C[C@H](C1CCCC1)O[C@@H]2C	0	4	-0.2
COC(=O)C1CC(O)CN1C(=O)Nc1ccccc1 (stereo not drawn)	-4	-4	-0.1
CC(C)CCN1C(=O)CSCC1(C)C(=O)NCc1ccccc1 (stereo not drawn)	0	-5	-0.1
COc1ccc(CCNC(=O)C2CCN(C(=O)c3ccccc3)CC2)cc1	-1	-5	-0.2
O=C(O)[C@@H]1C[C@@H](O)CN1	0	-6	-0.1
O=C(Nc1nnc(SCc2ccccc2F)s1)c1ccco1	-3	-14	-1.0
CN1C(=O)[C@@]2(C3=C(CCCC3=O)OC3=C2C(=O)CC(C)(C)C3)c2ccccc21	-3	-2	-0.3
COc1ccc(NC(=O)C(c2ccnc3ccccc23)n2c(=O)c(-c3ccccc3)nc3ccccc32)cc1 (stereo not drawn)	0	-22	-0.2
Cc1cccc(NC(=O)CN2C(=O)S/C(=C\c3ccccn3)C2=O)c1	-2	-25	0.7
N#Cc1ccccc1NC(=O)C1CCCO1 (stereo not drawn)	4	-9	-0.1
COc1ccccc1S(=O)(=O)Cc1ccc(C(=O)NCc2ccco2)o1	0	-2	-0.5
Cc1ccc(S(=O)(=O)c2cc3c(=O)n4cccc(C)c4nc3n(CC3CCCO3)c2=N)cc1C (stereo not drawn)	3	-7	-0.1
CC(=O)N1[C@@H]2c3ccc(C4=CCCC4)c(=O)n3C[C@H]1[C@H](CO)[C@H]2C(=O)NCC1CC1	-3	-14	-0.2

Profiles, quoted from the list. Screens in order: ERAP1 inh | RAD52 anneal inh | E-selectin induc
CCOc1ccc(C(=O)NCC(=O)Nc2ccc3c(c2)OCO3)cc1OCC across the screens: -2 | 3 | 0.2
O=C(Nc1nnc(SCc2ccccc2F)s1)c1ccco1 across the screens: -3 | -14 | -1.0

The list goes on.
SMILES	ERAP1 inh	RAD52 anneal inh	E-selectin induc
Cc1ccc(Cl)cc1N1CCN(C(=S)NCc2ccco2)CC1	1	-138	-1.0
Cc1cnc(C)c(N2CCN(Cc3nc(-c4cccc(F)c4F)oc3C)CC2)n1	3	-10	0.0
COc1cc(OC)c2cc[nH]c2c1	2	-9	-0.2
CCC/S(C)=N/S(=O)(=O)c1ccc(C)cc1 (stereo not drawn)	-1	-14	0.0
Cc1cccc(-c2nc3ccccc3c(=O)n2NC(=S)N(C)C)c1	1	-2	0.1
CC1(C)CC2CC(C)(CN2S(=O)(=O)c2cccc(C(=O)OCC(N)=O)c2)C1 (stereo not drawn)	6	0	-0.1

Structures from the list above with two or more sulfur atoms, in the order listed:
SMILES	ERAP1 inh	RAD52 anneal inh	E-selectin induc
Cc1ccc(S(=O)(=O)N(C)c2ccc(C(=O)N(CC(C)C)C3CCS(=O)(=O)C3)cc2)cc1 (stereo not drawn)	-1	1	-0.7
COc1ccc(/C=C2/SC(=O)N(CCNC(=O)C3CCCN3C(=O)c3cccs3)C2=O)cc1 (stereo not drawn)	2	-32	5.1
Cc1cccc(N2CCN(C(=O)c3ccc4c(=O)[nH]c5c(C(=O)NC6CCCC6)sc(=S)n5c4c3)CC2)c1C	0	-1	-0.2
CNC(=S)N(Cc1cccs1)Cc1cc2ccc(OC)cc2[nH]c1=O	1	-12	-0.1
Cc1ccc(N2CC(C(=O)Nc3nnc(SCC(=O)Nc4nc(C)cs4)s3)CC2=O)cc1 (stereo not drawn)	1	-21	9.0
COc1ccc(NS(=O)(=O)c2ccc(C)c(C(=O)NCC(c3cccs3)N3CCOCC3)c2)cc1 (stereo not drawn)	0	-6	2.2
CCN(CC)S(=O)(=O)c1ccc(NC(=S)NC(=O)C(C)C)cc1	-2	-14	-0.4
CSc1nc(N(C)C)nc(N2CC(=O)N(CCNS(=O)(=O)c3ccc(C)cc3)C2=N)n1	-3	-10	-1.1
COc1ccc(C=C2SC(=S)NC2=O)c(OC)c1OC	17	-36	0.8
CSCc1cc(C(=O)NC2CC2)c(N)s1	-4	-206	-0.2
O=C(Nc1nnc(SCc2ccccc2F)s1)c1ccco1	-3	-14	-1.0
CCC/S(C)=N/S(=O)(=O)c1ccc(C)cc1 (stereo not drawn)	-1	-14	0.0

Some of the compounds tested (hit frequency here may not be typical).
